ROS inducer – cancer cell ROS induction. ROS induction (% of piperlongumine), % at 10 µM. 46,000 tested, 2% active. U2OS ROS induction, H2DCF-DA fluorescence; in the data active = ROS induction above about 79%, passing the limit was not always enough;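 also: 0% = DMSO vehicle median and 100% = reference compound median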
* hit, by the source's call. The list is partial, so the mix of outcomes need not match the whole.

SMILES | ROS inducer
COc1ccc(S(=O)(=O)N(C)C[C@H]2OCCCC[C@@H](C)Oc3ccc(NS(=O)(=O)c4ccccc4)cc3C(=O)N([C@H](C)CO)C[C@@H]2C)cc1 | 10.1
CC(O)CCCC1Cc2cccc(O)c2C(=O)O1 (stereo unspecified) | 18.5
CCN(CC)c1nc2c(C)cccn2c(=O)c1/C=N/O | 2.3
CCOc1ccc2nc(Nc3nc(C)cc(=O)[nH]3)nc(C)c2c1 | -10.4
C[C@H]1CN([C@@H](C)CO)C(=O)c2cccc(N(C)C)c2O[C@H]1CN(C)S(=O)(=O)c1cn(C)cn1 | -4.5
COc1cccc(NC(=O)N(C)C[C@@H]2OCc3cn(nn3)CCCC(=O)N([C@H](C)CO)C[C@H]2C)c1 | 107.7*
CCn1c(SCC(=O)Nc2ccccc2OC)nnc1-c1ccco1 | -4.6
O=C(Oc1ccccc1N1CCOCC1)c1cccnc1Sc1ccc(Cl)cc1 | -15.6
O=C(CSc1nccc(-c2csc(COc3ccccc3Cl)n2)n1)c1ccccc1 | -3.2
C[C@@H]1CN([C@H](C)CO)C(=O)Cc2cc(NC(=O)C3CC3)ccc2O[C@@H]1CN(C)Cc1ccc(C(=O)O)cc1 | 22.5
O=C1OC2C(C(=O)O)Sc3c(sc(=O)n3-c3ccccc3)C2c2cc(Br)ccc21 (stereo unspecified) | -10.6
C[C@H](CO)N1C[C@H](C)[C@@H](CN(C)CC2CCCCC2)Oc2ccc(NC(=O)Nc3cccc4ccccc34)cc2C1=O | -8.2
Cc1csc(/C=C2\CCc3c(cnc4ccc5ccccc5c34)C2=O)c1 | 2.0
O=C(CSc1n[nH]c(-c2ccncc2)n1)N1c2ccccc2Sc2ccccc21 | -6.3
NCCCCCCNC(=O)[C@@H]1C[C@@H]2C(=O)N[C@@H](Cc3ccccc3)C(=O)N2[C@@H]1c1ccc(O)cc1 | 1.3
CCN1CCCC(OC(=O)C(c2ccccc2)c2ccccc2)C1 (stereo unspecified) | 5.3
COc1ccccc1CN1C(=O)c2ccccc2[C@@]2(Cc3ccccc3N(CCN3CCOCC3)C2=O)[C@@H]1c1ccc(CO)cc1 | -1.0
C[C@H](CO)N1C[C@H](C)[C@@H](CN(C)S(=O)(=O)c2ccc(Oc3ccccc3)nc2)OCc2cnnn2CCCC1=O | 2.4
C[C@H]1CN([C@@H](C)CO)C(=O)c2cc(N(C)C)ccc2O[C@H]1CN(C)S(=O)(=O)c1ccc(Cl)cc1 | 13.0
COc1cc(NC(=O)C(C)(C)C)ccc1Br | -3.7
Cc1noc(C)c1NC(=O)Nc1ccc2c(c1)C(=O)N([C@@H](C)CO)C[C@H](C)[C@H](CN(C)S(=O)(=O)c1cccs1)O2 | -2.5
O=C(CSc1nnnn1-c1ccccc1)Nc1ccc(-c2nc3ccccc3s2)cc1 | 3.9
COC(=O)c1ccc(Oc2ccc(Cl)cc2Cl)o1 | 4.7
CC(C)NC(=O)N(C)C[C@@H]1Oc2ccc(NC(=O)Nc3ccc4c(c3)OCO4)cc2C(=O)N([C@@H](C)CO)C[C@H]1C | -10.9
CC1=C2C[C@@]3(C)[C@@H](CCC[C@@H]3C)C[C@@]2(O)OC1=O | -5.9
Continuation.
SMILES | ROS inducer
COc1ccc(S(=O)(=O)N(C)C[C@@H]2Oc3ccc(NS(=O)(=O)c4c(C)noc4C)cc3C(=O)N([C@@H](C)CO)C[C@H]2C)cc1 | 11.3
C[C@H]1CN([C@@H](C)CO)C(=O)c2cc(NC(=O)Nc3ccc(F)cc3)ccc2O[C@@H]1CN(C)Cc1ccc(Cl)c(Cl)c1 | 20.2
N#Cc1c(C(F)(F)F)cc(-c2cccs2)nc1SCC(=O)Nc1ccccc1C(F)(F)F | 8.4
Cc1c(C)c2c(c(C)c1O)CCC(C)(C(=O)O)O2 (stereo unspecified) | -6.9
N#Cc1cccc(Cn2cc(C(F)(F)F)ccc2=O)c1 | -7.4
CCCN(CCC)C(=O)c1cnn(-c2ccccc2)c1NC(=O)c1ccccc1 | 3.9
O=C(c1ccc(O)cc1)c1c(O)cc(O)c([C@@H]2O[C@H](CO)[C@@H](O)[C@H](O)[C@H]2O)c1O | 2.7
COc1ccc(S(=O)(=O)Nc2ccc3c(c2)C(=O)N([C@H](C)CO)C[C@@H](C)[C@H](CN(C)C(=O)Nc2cccc4ccccc24)O3)cc1 | -13.5
CC(C)NC(=O)N(C)C[C@@H]1OCc2cnnn2CCCC(=O)N([C@H](C)CO)C[C@H]1C | 23.0
COC(=O)c1c(NC(=O)c2c(OC)cccc2OC)sc2c1C(C(=O)OC)CC2 (stereo unspecified) | -6.4
CN1CCN(c2ccccc2NS(=O)(=O)c2ccc3c(c2)SCC(=O)N3)CC1 | 6.1
CCCCc1c(O)nc(SCC(=O)N2CCCCC2)[nH]c1=O | 0.5
COc1ccc(NC(=O)C2=C(C)NC(=O)NC2c2cc(OC)ccc2OC)c(OC)c1 (stereo unspecified) | -4.0
Cc1noc(C)c1NC(=O)Nc1ccc2c(c1)CC(=O)N([C@H](C)CO)C[C@H](C)[C@H](CN(C)CC1CC1)O2 | 7.7
Cc1cccc(Cl)c1NC(=S)NC(Cc1ccccc1)c1ccccc1 (stereo unspecified) | 6.3
Cc1ccc(-c2nc3c(cnn3-c3ccccc3)c(=O)n2-c2cccc(C)c2)cc1 | 187.1*
C[C@H]1CN([C@@H](C)CO)C(=O)CCCn2cc(nn2)CO[C@H]1CN(C)S(=O)(=O)c1ccc(-n2cccn2)cc1 | 5.7
Cn1cnnc1SCC(=O)NCc1cccc(C(F)(F)F)c1 | -1.6
COC(=O)C(CC#Cc1ccc2c(c1)[C@]1(C(=O)N2)[C@H](c2ccc(O)cc2)N2[C@H](c3ccccc3)[C@H](c3ccccc3)OC(=O)[C@H]2[C@@H]1C(N)=O)C(=O)OC | 0.1
COc1ccc(NC(=O)Nc2cccc3c2O[C@H](CN(C)C(=O)Nc2ccc(C(F)(F)F)cc2)[C@H](C)CN([C@@H](C)CO)C3=O)cc1 | 9.3
N#Cc1c(-c2cccnc2)c2c([nH]c1=O)-c1ccccc1CC2 | 53.7
C[C@@H]1CN([C@@H](C)CO)C(=O)Cc2cc(NS(=O)(=O)c3cccs3)ccc2O[C@@H]1CN(C)S(=O)(=O)c1ccc(F)cc1 | -16.5
CC(=O)c1cccc(NC(=O)Nc2cccc(S(=O)(=O)N3CCOCC3)c2)c1 | -0.6
C[C@@H]1CN([C@H](C)CO)C(=O)Cc2cc(NC(=O)C3CC3)ccc2O[C@H]1CN(C)CC1CCCCC1 | 1.4
COc1ccc(S(=O)(=O)N(C)C[C@H]2Oc3ccc(NC(=O)CCN4CCOCC4)cc3C(=O)N([C@@H](C)CO)C[C@H]2C)cc1 | 0.0
Other entries:
SMILES | ROS inducer
C[C@H]1CN([C@@H](C)CO)C(=O)Cc2cc(NC(=O)CCCCCC(=O)Nc3ccccc3N)ccc2O[C@H]1CN(C)Cc1ccc(-c2ccccc2)cc1 | 11.6
O=C(Cn1ccc([N+](=O)[O-])n1)N1CCOCC1 | 44.6
COc1ccc(S(=O)(=O)N(C)C[C@H]2Oc3ccc(NS(=O)(=O)c4ccccc4)cc3CC(=O)N([C@@H](C)CO)C[C@@H]2C)cc1 | 0.8
C[C@H]1CN([C@@H](C)CO)C(=O)Cc2cc(NC(=O)Nc3ccccc3)ccc2O[C@H]1CN(C)S(=O)(=O)c1ccc(Cl)cc1 | 20.2
C[C@@H]1CN([C@H](C)CO)C(=O)c2cccc(NC(=O)CCCCCC(=O)Nc3ccccc3N)c2O[C@@H]1CN(C)C(=O)Nc1ccc2c(c1)OCO2 | -1.8
NNC(=O)c1csc(-c2cccs2)n1 | -8.4
C[C@H](CO)N1C[C@H](C)[C@H](CN(C)C)Oc2ccc(NC(=O)Nc3ccc(F)cc3)cc2C1=O | -2.6
Cc1ccc(S(=O)(=O)N(C)C[C@@H]2Oc3ccc(NC(=O)NC4CCCCC4)cc3C(=O)N([C@H](C)CO)C[C@H]2C)cc1 | 23.6
Cc1cc(C)c2c(=O)[nH]c(SCC(=O)Nc3ccccc3)nc2n1 | 13.0
C[C@@H]1CN([C@@H](C)CO)C(=O)c2cccc(NC(=O)Nc3ccc(F)cc3)c2O[C@@H]1CN(C)CC1CCCCC1 | 14.6
Cc1ccc(S(=O)(=O)N(C)C[C@@H]2Oc3ccc(NS(=O)(=O)c4c(C)noc4C)cc3CC(=O)N([C@H](C)CO)C[C@@H]2C)cc1 | 6.8
O=c1cc(O)c2sc3nc(-c4cccs4)cc(C(F)(F)F)c3c2[nH]1 | 47.5
C[C@@H]1CN([C@H](C)CO)C(=O)CCCn2cc(nn2)CO[C@@H]1CN(C)C(=O)Nc1ccc(N2CCN(C)CC2)cc1 | 7.5
Cn1nnnc1SCC(=O)Nc1ccc(Oc2ccc(Cl)cc2)cc1 | 5.6
COc1cc(/C=C/C(=O)/C=C/c2ccc(N(C)C)cc2)cc(OC)c1OC | 56.3
Cn1c(=O)c2c(nc(SCCCC#N)n2Cc2c(F)cccc2Cl)n(C)c1=O | 62.5
Cc1ccc(S(=O)(=O)N(C)C[C@@H]2OCc3cnnn3CCCC(=O)N([C@@H](C)CO)C[C@H]2C)cc1 | -0.7
COC(=O)c1cccc(NC(N)=S)c1 | 0.8
O=c1[nH]c(SC/C=C/c2ccccc2)nc2sc3c(c12)CCC3 | -2.0
C[C@@H]1CN([C@@H](C)CO)C(=O)c2cccc(NS(=O)(=O)c3ccccc3)c2O[C@H]1CN(C)C(=O)NC1CCCCC1 | 0.5
Cc1ccc([N+](=O)[O-])cc1NC(=O)c1cc(S(=O)(=O)N2CCOCC2)c(Cl)cc1Cl | 1.5
Cc1noc(C)c1NC(=O)Nc1ccc2c(c1)C(=O)N([C@H](C)CO)C[C@@H](C)[C@@H](CN(C)S(=O)(=O)c1ccc(Cl)cc1)O2 | 2.5
O=C(CCn1cnc2ccccc2c1=O)Nc1ccc(S(=O)(=O)N2CCCC2)cc1 | 2.5
NC(N)=NS(=O)(=O)c1ccc(NC(=O)c2ccco2)cc1 | 28.9
Cc1ccc(S(=O)(=O)N2C(=O)CCC2C(=O)Nc2ccc(Cl)c(Cl)c2)cc1 (stereo unspecified) | -13.8
(listing goes on)
SMILES | ROS inducer
COc1ccc(NC(=O)N(C)C[C@H]2Oc3c(NC(=O)C4CCCCC4)cccc3C(=O)N([C@H](C)CO)C[C@H]2C)cc1 | 3.7
Cn1nc(-c2cccc(C3OCCO3)c2)c(=O)n(C)c1=S | 24.1
CNC[C@H]1Oc2c(NS(=O)(=O)c3cccs3)cccc2C(=O)N([C@H](C)CO)C[C@H]1C | -4.1
COc1ccc(C)cc1CN1CCC(CNC(=O)Nc2cc(Cl)ccc2C)CC1 | 15.3
COc1ccc(CN(C)C[C@H]2Oc3ccc(NC(=O)Nc4ccc(C(F)(F)F)cc4)cc3CC(=O)N([C@H](C)CO)C[C@H]2C)cc1 | 16.1
CCOc1cccc(/C=N/NC(=O)CCCCCCC(=O)OC)c1OCC | 6.3
C[C@H](CO)N1C[C@H](C)[C@H](CN(C)S(C)(=O)=O)Oc2ccc(NC(=O)Cc3ccccc3)cc2C1=O | -20.3
Cc1noc(C)c1S(=O)(=O)Nc1ccc2c(c1)C(=O)N([C@H](C)CO)C[C@@H](C)[C@@H](CN(C)S(=O)(=O)c1cn(C)cn1)O2 | -18.7
CCCC(O)C#Cc1cnc2c(c1)C(=O)N([C@H](C)CO)C[C@H](C)[C@H](CN(C)Cc1ccc3c(c1)OCO3)O2 (stereo partly specified) | -1.6
C[C@H]1CN([C@@H](C)CO)C(=O)c2cccc(NS(=O)(=O)c3ccc(F)cc3)c2O[C@@H]1CN(C)Cc1ccccc1 | 8.8
Cc1ccc(S(=O)(=O)N(C)C[C@H]2Oc3c(NS(=O)(=O)c4ccc(F)cc4)cccc3C(=O)N([C@@H](C)CO)C[C@@H]2C)cc1 | -6.2
C[C@H](CO)N1C[C@H](C)[C@@H](CN(C)Cc2ccc(C(=O)Nc3ccccc3N)cc2)Oc2c(NS(=O)(=O)c3cccs3)cccc2C1=O | 44.6
COc1ccc(S(=O)(=O)Nc2ccc3c(c2)C(=O)N([C@H](C)CO)C[C@H](C)[C@H](CN(C)S(=O)(=O)c2ccc(Cl)cc2)OCCCC[C@@H](C)O3)cc1 | 91.5*
Cc1noc(C)c1NC(=O)Nc1cccc2c1O[C@H](CN(C)C)[C@H](C)CN([C@@H](C)CO)C2=O | 11.9
C[C@H]1CN([C@@H](C)CO)C(=O)c2cccc(NS(=O)(=O)c3ccc(F)cc3)c2O[C@H]1CN(C)Cc1ccc(C(F)(F)F)cc1 | 34.8
O=C(CSc1ccc(-c2cccs2)nn1)N1CCc2ccccc21 | 5.9
Cc1cc(C)nc(/N=C2\NC(=O)CC(C(=O)O)N2c2ccc(F)c(Cl)c2)n1 (stereo unspecified) | 1.7
COc1ccc(CNC(=O)CCn2c(=O)[nH]c3ccccc3c2=O)cc1 | 23.8

In the list so far, these contain a thiophene ring, fused or not:
SMILES | ROS inducer
Cc1csc(/C=C2\CCc3c(cnc4ccc5ccccc5c34)C2=O)c1 | 2.0
Cc1noc(C)c1NC(=O)Nc1ccc2c(c1)C(=O)N([C@@H](C)CO)C[C@H](C)[C@H](CN(C)S(=O)(=O)c1cccs1)O2 | -2.5
N#Cc1c(C(F)(F)F)cc(-c2cccs2)nc1SCC(=O)Nc1ccccc1C(F)(F)F | 8.4
COC(=O)c1c(NC(=O)c2c(OC)cccc2OC)sc2c1C(C(=O)OC)CC2 (stereo unspecified) | -6.4
C[C@@H]1CN([C@@H](C)CO)C(=O)Cc2cc(NS(=O)(=O)c3cccs3)ccc2O[C@@H]1CN(C)S(=O)(=O)c1ccc(F)cc1 | -16.5
NNC(=O)c1csc(-c2cccs2)n1 | -8.4
O=c1cc(O)c2sc3nc(-c4cccs4)cc(C(F)(F)F)c3c2[nH]1 | 47.5
O=c1[nH]c(SC/C=C/c2ccccc2)nc2sc3c(c12)CCC3 | -2.0
CNC[C@H]1Oc2c(NS(=O)(=O)c3cccs3)cccc2C(=O)N([C@H](C)CO)C[C@H]1C | -4.1
C[C@H](CO)N1C[C@H](C)[C@@H](CN(C)Cc2ccc(C(=O)Nc3ccccc3N)cc2)Oc2c(NS(=O)(=O)c3cccs3)cccc2C1=O | 44.6
O=C(CSc1ccc(-c2cccs2)nn1)N1CCc2ccccc21 | 5.9
